Assay outcomes as filed in PubChem.
pCIP destab: p/CIP protein destabilization; hit rate 0.01% among 290,000; AID 1984; decrease of EGFP signal, % at 10 µM; F442A p/CIP-EGFP cells, EGFP fluorescence, 16 h;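 active means EGFP signal decrease of at least 30% at 10 µM or well 3 SD below plate mean, unless failing retest; inactive means the rest, including hits failing retest or dose response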; further: some compounds called inactive have numbers as strong as hits; many of its hits are not listed in these tables
Target sequence (Q05BA5 1-1403): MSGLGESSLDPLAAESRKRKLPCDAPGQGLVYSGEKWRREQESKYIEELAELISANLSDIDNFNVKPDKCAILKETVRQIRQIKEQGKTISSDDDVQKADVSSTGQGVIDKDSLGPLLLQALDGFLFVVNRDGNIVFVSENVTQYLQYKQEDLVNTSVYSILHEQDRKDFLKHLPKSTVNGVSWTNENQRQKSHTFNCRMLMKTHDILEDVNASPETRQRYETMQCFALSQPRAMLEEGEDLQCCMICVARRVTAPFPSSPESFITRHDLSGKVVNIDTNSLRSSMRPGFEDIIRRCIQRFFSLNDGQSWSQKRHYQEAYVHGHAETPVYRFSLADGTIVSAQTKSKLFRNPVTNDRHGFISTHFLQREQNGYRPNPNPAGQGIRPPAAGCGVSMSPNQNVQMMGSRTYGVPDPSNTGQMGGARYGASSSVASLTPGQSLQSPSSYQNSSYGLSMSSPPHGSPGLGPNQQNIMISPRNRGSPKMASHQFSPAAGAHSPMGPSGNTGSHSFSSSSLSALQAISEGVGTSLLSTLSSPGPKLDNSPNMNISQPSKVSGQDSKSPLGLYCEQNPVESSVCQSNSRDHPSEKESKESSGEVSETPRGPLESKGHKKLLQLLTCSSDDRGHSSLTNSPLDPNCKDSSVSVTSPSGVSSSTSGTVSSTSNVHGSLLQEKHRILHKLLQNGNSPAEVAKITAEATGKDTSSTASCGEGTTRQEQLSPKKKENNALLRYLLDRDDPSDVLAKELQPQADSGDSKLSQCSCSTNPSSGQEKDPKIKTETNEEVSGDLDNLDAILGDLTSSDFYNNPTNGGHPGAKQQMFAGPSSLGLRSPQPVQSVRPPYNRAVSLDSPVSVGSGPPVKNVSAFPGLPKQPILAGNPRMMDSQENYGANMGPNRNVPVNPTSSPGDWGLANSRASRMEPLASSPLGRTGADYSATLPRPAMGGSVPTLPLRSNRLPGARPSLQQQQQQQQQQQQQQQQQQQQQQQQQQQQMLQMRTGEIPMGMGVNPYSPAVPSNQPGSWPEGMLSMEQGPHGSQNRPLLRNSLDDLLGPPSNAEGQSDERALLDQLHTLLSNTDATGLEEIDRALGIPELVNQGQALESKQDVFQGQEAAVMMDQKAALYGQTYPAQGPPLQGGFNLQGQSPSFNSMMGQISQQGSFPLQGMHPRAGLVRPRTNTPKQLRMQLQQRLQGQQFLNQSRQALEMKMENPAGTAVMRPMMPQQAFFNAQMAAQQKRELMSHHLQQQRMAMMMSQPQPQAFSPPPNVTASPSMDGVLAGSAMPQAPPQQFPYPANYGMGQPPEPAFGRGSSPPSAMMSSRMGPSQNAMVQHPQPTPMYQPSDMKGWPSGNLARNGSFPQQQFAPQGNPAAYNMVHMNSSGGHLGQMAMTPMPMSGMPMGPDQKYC
PHOSPHO1 inh: inhibitors of human PHOSPHO1 phosphatase; Q8TCT1; inhibition, % at 13.3 µM; hit rate 1.1% among 290,000; AID 1565; recombinant PHOSPHO1, absorbance phosphatase assay; in the data active means inhibition above about 60%
VIM-2 inhibitor: inhibitors of Pseudomonas aeruginosa VIM-2 metallo-beta-lactamase; purified VIM-2, nitrocefin hydrolysis, epi-absorbance fluorescence; inhibition, % at 5.6 µM; hit rate 0.89% among 290,000; AID 1527;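 active means inhibition above the mean of all tested compounds plus 3 SD, cutoff set per screening run, cut at about 7.5% in these data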;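 further: red hydrolysis product quenches plate fluorescence so inhibitors raise well fluorescence; 0% = enzyme with DMSO and 100% = DMSO without enzyme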
IDE act: activators of human insulin-degrading enzyme in cells. HEK cells, FAbeta-B cleavage, fluorescence polarization; 0% vehicle, 100% cell-free pure enzyme wells. activation, % at 5.96 µM. hit rate 0.073% among 340,000;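 active means activation above the mean of all tested compounds plus 3 SD, set per screening campaign, cut at about 17% in these data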
IMP-1 inhibitor: blocks Pseudomonas aeruginosa IMP-1 metallo-beta-lactamase. inhibition, % at 5.6 µM. hit rate 0.45% among 290,000. AID 1556. purified IMP-1, nitrocefin hydrolysis, epi-absorbance fluorescence;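 active means inhibition above the mean plus 3 SD of all compounds in the same screening run, cut at about 4.5% in these data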;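 further: 0% = IMP-1 with DMSO and 100% = DMSO wells lacking enzyme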
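System: purified IMP-1; amount: IMP-1 0.2 nM before substrate addition; compound: single dose, 5.6 µM; times: 25 °C, 15 min preincubation, 25 min reaction; signal: Epi-absorbance via hydrolysed-nitrocefin quenching of white-plate fluorescence, 480/530 nm, EDTA stop; benchmarks: DMSO with and without IMP-1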
M18AAP inhibitor: blocks P. falciparum M18 aspartyl aminopeptidase; recombinant PfM18AAP, H-Glu-NHMec fluorogenic cleavage; hit rate 1.2% among 290,000; inhibition, % at 7.35 µM; AID 1822;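 active means inhibition above the campaign mean inhibition over all tested compounds plus 3 SD, cut at about 28% in these data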;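 further: 0% = plate median of test compound wells and 100% = 2 mM ZnCl2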
NALP1 yeast inh: blocks the NALP1 inflammasome reconstituted in yeast. S. cerevisiae NALP1/ASC/caspase-1 growth, X-gal OD620, 72 h. hit rate 0.61% among 280,000. inhibition, % at 10 µM. AID 2071; in the data active means inhibition mostly above about 24%, no sharp cut-off; inactive means mostly below about 32%; further: some compounds called inactive have numbers as strong as hits
IDE inh: inhibits human insulin-degrading enzyme in HEK cells. AID 434962. inhibition, % at 5.59 µM. FAbetaB cleavage, fluorescence polarization. hit rate 0.41% among 320,000;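 active means percent inhibition above the average of all tested compounds plus 3 SD, set per screening campaign, cut at about 16% in these data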;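 further: IDE supplied by intact live HEK cells; FP after avidin binding of uncleaved biotin substrate so inhibition keeps polarization high; 0% = DMSO wells and 100% = 60 µM reference IDE inhibitor Ii1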
GPR7 antagonist: blocks human GPR7 receptor signaling. GPR7-expressing cells, fluorescence antagonist assay. AID 1861. P48145. inhibition, % at 4.4 µM. hit rate 1.1% among 290,000; in the data active means inhibition above about 16%, passing the limit was not always enough;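 further: cells stimulated with the agonist NPW; 0% = agonist with vehicle and 100% = vehicle without agonist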
* = called active by the depositor; · = no result given. Random draw from the library, and some 5.3% of all compounds hit somewhere here.

molecule	pCIP destab	PHOSPHO1 inh	VIM-2 inhibitor	IDE act	IMP-1 inhibitor	M18AAP inhibitor	NALP1 yeast inh	IDE inh	GPR7 antagonist
CCN(CCCNC(=O)C1CCN(S(=O)(=O)c2cccc3nonc23)CC1)Cc1ccccc1	0	14	-3.7	4	-1.7	-1	9	0	5
CC(=O)c1ccc(N2CCN(C(=O)c3ccc(-c4ccccc4)cc3)CC2)cc1	-2	-69	-2.9	-4	-1.0	0	16	8	13
OC(CCN1CCCCC1)(c1ccccc1)C1CCCCC1 (configuration not stated)	-6	-1	-2.3	-2	-2.5	-8	20	3	11
Cc1cscc1NC(=O)/C=C/C(=O)O	2	58	2.0	·	2.9	-2	23	10	10
O=C(CNc1ccc(C(F)(F)F)cc1[N+](=O)[O-])OCC(=O)c1ccccc1	-3	-11	-3.1	3	-2.7	-4	4	-3	-12
CCCNC(=O)Cn1cc(S(=O)(=O)N2CCCC2)c(S(=O)(=O)N2CCCC2)c1	-2	54	-2.5	10	-1.5	-1	19	0	-7
COc1ccc(CNc2ncc(-c3cccc([N+](=O)[O-])c3)n2C)c(OC)c1OC	-14	25	-1.4	-3	-3.5	8	-4	2	-4
CCOc1cc2c(cc1/C=C(/C#N)c1ccc(C(=O)O)cc1)OCO2	7	-7	-1.0	8	-2.6	-2	9	6	-8
O=C1COc2ccc(S(=O)(=O)Nc3ccc(OC(F)(F)F)cc3)cc2N1	-7	10	-1.4	-4	-0.8	-9	-1	-3	-10
CS(=O)(=O)N1CCC(C(=O)NCc2ccc3c(c2)OCO3)CC1	-4	30	-3.0	5	-2.4	2	3	4	-10
Cc1ccc2nc(-c3ccccc3Cl)cc(C(=O)Nc3cc(C)on3)c2c1	6	-2	-1.1	6	-1.8	-9	11	6	-6
O=C(N/N=C1/CC2C=CCC12)c1ccc(Br)o1 (configuration not stated)	-1	-5	-1.2	1	0.2	-6	15	-5	10
Cc1ccc(CSCCNC(=O)CN(c2cc(C)ccc2C)S(C)(=O)=O)cc1	-6	42	-1.3	5	-0.2	1	23	2	-1
O=c1cc(N2CCCC2)[nH]c(=O)n1-c1ccc(Cl)cc1	10	-7	0.6	1	-3.9	-8	3	-4	-20
O=C(N/N=C/c1cc(Br)ccc1O)c1cccc(N2CCCC2=O)c1	-8	28	-3.9	-6	-4.3	6	18	9	-10
C=CCN=C(NC#N)SCC(=O)NC(C)(C)C	10	-14	-2.5	1	5.4*	0	-21	-5	-3
CCOc1ccc(C(=O)CCN2CCOCC2)cc1	4	·	-0.8	6	-3.6	-13	-9	0	-5
COc1ccccc1CNC(=O)[C@@H]1CCCN1S(=O)(=O)c1ccccc1F	-3	19	-0.8	-4	-3.6	0	14	0	-14
COc1ccc(N(CC(=O)N/N=C/c2ccc3c(c2)OCO3)S(=O)(=O)c2ccc(NC(C)=O)cc2)cc1	13	-1	-0.3	2	-0.4	-4	11	-1	5
NC(=O)c1cc2ccccc2o/c1=N\NC(=O)c1ccco1	-3	0	1.0	3	-4.9	9	20	-3	-4
O=C(NC(=S)NCc1ccco1)c1ccccc1[N+](=O)[O-]	-3	35	-1.4	2	-1.6	6	2	-7	-5
O=C(O)C(Oc1ccc2c3c(c(=O)oc2c1)CCC3)c1ccccc1 (configuration not stated)	1	16	3.6	-2	-5.3	3	26	0	-10
O=C(Nc1ccncc1)c1cccs1	1	22	0.0	3	-3.1	-3	-17	2	-12
CCCC1=[N+](CC)CCn2c(C)ccc21	-16	37	-3.4	2	-0.4	6	30	-2	-4
Cc1nn(-c2ccccc2)c2c1C(c1cccs1)C(C#N)=C(N)O2 (configuration not stated)	-5	7	-1.8	8	-3.1	13	6	-2	-2
Cc1ccc(C(=O)NN2CCOCC2)cc1	-4	7	-1.7	0	-0.6	-1	-16	6	-11
COc1ccc(NS(=O)(=O)c2ccc3c(c2)n(C)c(=O)n3C)cc1	0	20	2.7	-3	-3.8	-3	11	9	-1
Cc1ccc(-n2cccc2/C=C2\C(=N)N3N=C(C(C)C)SC3=NC2=O)cc1	-17	28	-0.3	2	-2.6	1	0	-2	-6
Cc1cc(C)cc(N(CC(=O)NC2CCC(C)CC2)S(=O)(=O)c2c(C)noc2C)c1 (configuration not stated)	-20	0	-4.7	4	-3.5	3	·	1	-6
O=C(NCC(=O)N1CCN(Cc2ccccc2)CC1)c1ccc(Cl)cc1	-1	41	-3.8	7	0.6	2	9	1	-14
O=C(CCCn1c(=O)c2cccn2c2cccnc21)NCc1cccc(Br)c1	96	28	4.2	-4	7.2*	-3	19	-9	19
CC(C)c1noc2ncc(C(=O)c3cc(Cl)cc(Cl)c3O)cc12	-1	7	1.2	7	-0.3	9	13	1	-8
O=C(CCCN1C(=O)/C(=C/c2cccs2)SC1=S)NNC(=O)c1cccnc1	-9	10	-0.9	5	-1.2	-1	·	0	-12
COC(=O)c1cc(NC(=S)N2CCN(C(=O)C3CCCO3)CC2)cc(C(=O)OC)c1 (configuration not stated)	2	15	-1.8	-2	-2.7	7	-9	-8	-15
COc1ccc(C2/C(=C(/O)c3ccc(Cl)cc3)C(=O)C(=O)N2CCN2CCOCC2)c(OC)c1 (configuration not stated)	2	8	-1.5	7	-0.6	3	3	3	4
CCN(CC(=O)NCCCN1CCOCC1)S(=O)(=O)c1ccc(Cl)cc1	-19	35	-2.1	-2	-2.4	0	18	9	-13
Cc1ccc(CNc2ccc3c(c2)OCO3)cc1	-98	-22	-2.9	-4	-2.7	7	11	2	7
CCN1CCN(C(=O)CN(C)S(=O)(=O)c2ccc(Cl)cc2)CC1	2	7	-3.1	-2	-3.4	4	-2	5	-3
COc1ccc(-n2nc3c(c2NC(=O)C(C)Cl)CSC3)cc1 (configuration not stated)	-15	18	-2.0	3	-3.0	8	5	2	-1
CC1(C)CC(=O)C=C(Nc2ccc([N+](=O)[O-])cc2)C1	2	34	-0.1	-2	-0.3	3	13	3	-3
NC1=NC(=Nc2cccc(Cl)c2)c2ccccc21	-16	2	-1.3	2	-3.2	-9	25	-1	5
Cc1ccc(Cn2ccc(-c3cnc(-c4ccccc4)s3)n2)cc1	5	2	-1.8	-4	2.0	-7	1	-5	-10
O=C(Nc1nccs1)c1ccc2c(c1)C(=O)N(Cc1cccnc1)C2=O	-4	22	-3.4	11	-2.4	1	14	-1	-8
O=C(COC(=O)c1ccc[nH]c1=O)Nc1cc(S(=O)(=O)N2CCCCC2)ccc1Cl	-2	-13	-0.7	-5	-1.8	0	0	8	-1
COc1ccc(NC(=O)CSc2ncn[nH]2)c([N+](=O)[O-])c1	-2	11	0.4	2	-2.0	0	44	5	-12

The final two entries of the section before open the next one.
molecule	pCIP destab	PHOSPHO1 inh	VIM-2 inhibitor	IDE act	IMP-1 inhibitor	M18AAP inhibitor	NALP1 yeast inh	IDE inh	GPR7 antagonist
O=C(COC(=O)c1ccc[nH]c1=O)Nc1cc(S(=O)(=O)N2CCCCC2)ccc1Cl	-2	-13	-0.7	-5	-1.8	0	0	8	-1
COc1ccc(NC(=O)CSc2ncn[nH]2)c([N+](=O)[O-])c1	-2	11	0.4	2	-2.0	0	44	5	-12
Cc1nc(C(=O)NNC(=O)Nc2ccccc2)cs1	1	13	-3.6	·	-2.1	6	·	0	-9
CC(=O)Nc1cc(NC(C)=O)cc(C(=O)NC(C)(C)C)c1	4	13	-2.2	0	-2.9	-4	2	2	-13
COc1ccccc1CN1C[C@@H]2C[C@@H](c3cccc(O)c3)N3CCC[C@@]23C1=O	-5	31	-1.0	1	-0.7	-2	9	-3	15
NC(=O)c1c(NC(=O)c2c(F)cccc2F)sc2c1CCN(Cc1ccccc1)C2	-17	25	1.1	-6	0.9	-6	4	3	-8
O=C1CCC/C(=N/Nc2ccc(Cl)cc2)C1	1	37	-0.9	1	-4.0	9	-2	9	-5
COC(=O)c1cc(=O)[nH]c(SCc2cccc(C)c2)n1	1	-9	-1.6	8	-0.8	-7	15	-1	-13
O=C(N/C(=C\c1ccc(Br)cc1)c1nc2ccccc2[nH]1)c1ccco1	-6	31	-2.2	6	-2.4	-3	20	1	21
O=C(C(Cc1ccccc1)n1cccc1)N1CCc2ccccc21 (configuration not stated)	5	-10	-3.3	2	-1.5	-3	28	-1	-2
Cc1nonc1C1CCCN1C(=O)c1cc(COc2cccc(C(F)(F)F)c2)on1 (configuration not stated)	-13	29	-2.0	-4	-2.0	-11	22	5	-3
N#CC1=C(N)N2C(=C(C#N)C1c1ccccc1)Sc1ccccc12 (configuration not stated)	-30	-13	-0.9	·	-1.9	2	10	-4	-5
CCc1cc(C(=O)NC2CCCN(Cc3ccccc3F)C2)n(C)n1 (configuration not stated)	-1	34	0.1	4	2.4	-1	30	4	-19
Cc1ccc([N+](=O)[O-])c(OCCCNCC(C)O)c1 (configuration not stated)	-3	37	-1.8	8	-1.9	0	20	1	-15
Cc1ccc(S(=O)(=O)N2CCOCC2)cc1C(=O)NNC(=O)c1ccoc1C	-7	-14	-5.1	-5	-3.2	2	-1	-3	-8
COC(=O)C(O)(CC(=O)Nc1ccccc1OC)C(F)(F)F (configuration not stated)	-7	-3	-0.4	0	-4.2	3	-59	6	9
CN(C)CCN(C(=O)c1cccc(Cl)c1)c1nc2c(Cl)cccc2s1	-10	-3	-0.5	5	-3.2	-10	36	-6	-6
COc1cccc(OCCOCCOc2ccc(C)cc2[N+](=O)[O-])c1	-4	-9	-1.9	4	-4.0	-1	37	-4	-1
CN(C(=O)c1cccs1)c1ccc(OCC(=O)N2CCC(C(N)=O)CC2)cc1	-6	-16	-0.7	4	-3.7	-3	1	1	-11
Cc1ccc(NC(=O)c2cc(=O)[nH]c3ccccc23)cc1	-3	20	-2.8	3	-3.2	6	3	0	-8
Cc1ccc(C(=O)N/C(=C\c2cccs2)C(=O)NCCc2c[nH]c3ccccc23)cc1C	2	13	-1.8	2	-4.7	-14	6	-1	-19
O=C(COc1ccc(S(=O)(=O)N2CCCC2)cc1)NCC1CCCO1 (configuration not stated)	-16	48	-4.1	6	-1.8	-3	2	0	-4
O=C(Cc1cccc2ccccc12)Nc1ccc(N2CCOCC2)cc1	-14	45	0.1	2	-1.4	-17	12	2	-4
CC(C)(C)c1cc(C(=O)NCc2cccnc2)ccn1	6	50	-2.9	2	-2.4	-3	14	-5	-3
C/C(CCC12CC3CC(CC(C3)C1)C2)=N\NC(N)=S	-14	24	2.7	-2	-2.9	24	6	-5	-2
COc1ccccc1NC(=S)N1CCC(NC(=O)NC23CC4CC(CC(C4)C2)C3)CC1	-6	51	-1.6	-6	-2.5	2	28	-1	-5
COc1ccc(NC2CCCN(C(=O)CCc3cccc(Cl)c3)C2)cc1 (configuration not stated)	4	44	4.0	-1	-0.3	5	27	-2	-5
O=C(Nc1cccc(F)c1)c1ccc(S(=O)(=O)N2CCOCC2)cc1	-4	15	-3.6	8	-1.6	-7	·	1	-1
CCOC(=O)c1cccc(C(=O)Oc2ccccc2)n1	2	-9	-2.1	2	-1.4	1	1	4	-5
